SR-BI DiI inh: blocks mouse SR-BI lipid uptake from DiI-HDL. Q61009. ldlA[mSR-BI] CHO cells, DiI-HDL uptake fluorescence, 3 h. inhibition, % at 12.5 µM. hit rate 0.96% among 320,000;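 active = mean replicate inhibition of at least 70% and a set share of replicates each scoring 70 or more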;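 note: 0% = median of neutral control wells and 100% = median of positive control wells; values of inactives mirror those of a sister screen read the other way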
CDK5 p35 inh: blocks human CDK5/p35 kinase activity | hit rate 0.01% among 330,000 | inhibition, % at 10 µM | Q00535+Q15078 | AID 488839 | Recombinant CDK5/p35, ADP-Glo luminescence, 60 min;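 active = highest replicate inhibition of at least 50% and at least 75% of replicates reaching 50%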;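 note: plate controls were DMSO neutral control for no effect and GW8510 at 10 µM for full effect; many of its hits are not listed in these tables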
SR-BI DiI-HDL act: SR-BI HDL lipid transfer activation; CHO ldlA[mSR-BI] cells, DiI-HDL uptake fluorescence, 3 h; 100 = double the neutral-control signal; activation, % at 12.5 µM; hit rate 0.096% among 320,000;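 active = mean replicate activation of at least 60% and every replicate at or above 60%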;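 note: 0% = median plate neutral-control signal and 100% = twice that signal; values of inactives mirror those of a sister screen read the other way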
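Assay system: CHO ldlA[mSR-BI] cells, LDL receptor-null, SR-BI overexpressing; medium: Ham's F12 with 0.5% BSA, HEPES 25 mM, pH 7.4; also added: DiI-HDL 10 µg/mL; timing: 3 h uptake period with compound, 37 °C; signal: DiI fluorescence, bottom read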
Arrestin-AP2 inh: human beta-arrestin and AP2 interaction inhibition. FITC-arrestin peptide / GST-AP2 beads, flow cytometry; AP2 beta2 appendage carries R879A mutation. inhibition, % at 10 µM. hit rate 0.31% among 340,000. AID 504490;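 active = inhibition above a set limit, near 3 SD of compounds lacking own fluorescence, cut at about 54% in these data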;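 note: plate controls were DMSO wells for no effect and 5 µM unlabelled arrestin peptide for full effect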
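test system = AP2 appendage R879A on GSH beads | buffer or medium = PBS plus Tween 20 (0.05%) and BSA (0.1%) | incubation = 12 min plus 1 h, RT | detection = bead flow cytometry, FITC channel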
PKA-R2B act: activators of human PKA-R2B complex | P22694+P31323 | PKA-R2B holoenzyme dissociation, Cy5-IP20 fluorescence polarization; R2B truncated from residue 108, S112A mutant; 0% DMSO only, 100% 113 µM cGMP | activation, % at 11.4 µM | hit rate 0.079% among 340,000 | AID 504700;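 active = activation above a cutoff set at the mean over all compounds plus 3 SD, cut at about 18% in these data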;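 note: higher means more holoenzyme dissociation and a rise in polarization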
Target sequence (P31323 whole entry, looked up, other chains not shown, the tested form may be a part): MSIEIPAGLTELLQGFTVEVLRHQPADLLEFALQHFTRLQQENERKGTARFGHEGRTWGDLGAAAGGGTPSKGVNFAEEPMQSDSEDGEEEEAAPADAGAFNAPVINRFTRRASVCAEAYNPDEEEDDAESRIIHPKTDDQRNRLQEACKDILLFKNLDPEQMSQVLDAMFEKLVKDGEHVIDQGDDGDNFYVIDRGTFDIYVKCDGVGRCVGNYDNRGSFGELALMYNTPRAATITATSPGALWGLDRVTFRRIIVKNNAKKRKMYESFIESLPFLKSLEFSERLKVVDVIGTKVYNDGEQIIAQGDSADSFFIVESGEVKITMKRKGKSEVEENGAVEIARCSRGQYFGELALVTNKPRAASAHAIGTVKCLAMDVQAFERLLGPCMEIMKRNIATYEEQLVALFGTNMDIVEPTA
NSD2 inh: blocks human histone methyltransferase NSD2; hit rate 0.54% among 310,000; NSD2 peptide methylation, AlphaScreen, 120 min; inhibition, % at 12.5 µM; AID 743445; O96028; in the data active = inhibition above about 50%
SUMO Mot1 rescue: inhibitors of SUMOylation pathway: yeast Mot1-301 growth rescue. S. cerevisiae Mot1-301 growth rescue, ATP luminescence, 38.5C; percent above DMSO median, 100 means doubled. growth rescue, % at 18.8 µM. hit rate 1% among 320,000;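 active = every valid replicate shows activation above 250% relative to neutral control wells; inactive = the rest, any valid replicate at or below 250%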;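 note: OY570 slx delta 5 strain wells were the positive control but not used for scaling; some compounds called inactive have numbers as strong as hits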
PKA-R1A act: activators of PKA-R1A complex; PKA-R1A dissociation, Cy5-IP20 fluorescence polarization; scaled: DMSO 0%, 113 µM cGMP 100%; activation, % at 11.4 µM; hit rate 0.083% among 340,000; AID 504707;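 active = percent activation above the mean of all tested compounds plus 3 SD, cut at about 19% in these data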;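 note: higher means more PKAc released from R1A so a rise in polarization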
dFosB activator: mouse delta FosB homodimer activation; P13346; purified delta FosB, TAMRA-CDK5 oligo fluorescence polarization; percent of positive-control signal above neutral wells; activation, % at 25 µM; hit rate 0.99% among 340,000; AID 493131;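 active = mean activation above about 17%, with every replicate also reaching it, limit read from the data, passing the limit was not always enough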;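 note: fluorescence polarization rise as delta FosB binds a TAMRA Cdk5 AP-1 oligo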
Target sequence (P13346 whole entry, looked up): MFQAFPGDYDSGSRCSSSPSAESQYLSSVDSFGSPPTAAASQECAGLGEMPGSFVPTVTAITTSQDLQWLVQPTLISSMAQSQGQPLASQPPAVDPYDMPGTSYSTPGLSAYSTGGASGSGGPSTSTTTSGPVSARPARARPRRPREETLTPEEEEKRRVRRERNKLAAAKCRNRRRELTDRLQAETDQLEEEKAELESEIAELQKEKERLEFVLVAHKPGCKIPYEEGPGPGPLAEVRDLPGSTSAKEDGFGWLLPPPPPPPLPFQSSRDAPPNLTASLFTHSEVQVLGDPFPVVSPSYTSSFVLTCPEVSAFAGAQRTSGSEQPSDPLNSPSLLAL
MITF act: MITF TRPM1 promoter activation in melanoma cells | activation, % at 12.5 µM | hit rate 0.75% among 300,000 | SK-MEL-5 TRPM1-promoter luciferase, 24 h; % of positive control, neutral wells = 0;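 active = mean activation of at least 80% with every replicate also reaching 80%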;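 note: 0% = neutral control wells and 100% = parthenolide positive control wells; values of inactives mirror those of a sister screen read the other way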
DSG3 Ab inh: human desmoglein-3 autoantibody binding inhibition. binding (percent of control), % at 10 µM. hit rate 0.48% among 310,000. DSG3-coupled beads, scFv-anti-DSG3-GFP binding, flow cytometry; active compounds read low. AID 588358. P32926;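 active = binding more than 3 SD below its plate's average and above zero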;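 note: hits lower antibody fragment binding to DSG3; some compounds called inactive have numbers as strong as hits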
* marks the source's active call; other numbers are inactive results; nt = no result given. Outcome played no part in choosing rows. About 4.7% of those tested had a hit in this group.

SMILES	SR-BI DiI inh	CDK5 p35 inh	SR-BI DiI-HDL act	Arrestin-AP2 inh	PKA-R2B act	NSD2 inh	SUMO Mot1 rescue	PKA-R1A act	dFosB activator	MITF act	DSG3 Ab inh
Cn1ncc([N+](=O)[O-])c1C(=O)Nc1ccc(C2CCCCC2)cc1	21	-0.6	-21	5	2	-1	8	-3	4	15	108
O=C(Oc1ccccc1Cl)C1CCN(C(=O)c2ccc(F)cc2)CC1	-11	-0.1	11	-10	-14	1	-6	2	0	5	92
C=CCNC(=O)c1onc(CCl)c1C(=O)OC	-33	-0.3	33	-5	1	nt	122	-6	1	-11	103
CCc1nnc(NC(=O)CSc2nnc(COc3ccccc3C)o2)s1	-16	1.9	16	-4	1	-12	-9	-10	2	-4	nt
CCOc1ccc(S(=O)(=O)N2CCC(C(N)=O)CC2)c2ccccc12	23	-0.1	-23	7	-2	nt	-15	-5	-5	-4	92
COc1ccc(CN(C)CC(=O)Nc2sc3c(c2C#N)CCC3)c(OC)c1	59	-1.2	-59	-12	1	-2	1	-7	-17	-10	97
Cc1cccc(N2CC(=O)N(c3cccc(C)c3)CC2=O)c1	3	1.7	-3	40	-2	-2	-11	3	-3	-6	104
CN(CC(=O)Nc1ccc(F)cc1)C(=O)c1ccccc1OCc1ccc(F)cc1	26	-0.6	-26	2	2	2	-8	-14	-14	-7	101
CC1(C)NC(=O)N(CC(=O)OCC(=O)N2CCN(S(=O)(=O)c3ccccc3)CC2)C1=O	-10	0.7	10	6	8	-2	nt	-3	-2	-8	101
c1ccc2c(-c3nnc(SCc4cn5ccccc5n4)o3)c[nH]c2c1	-8	1.1	8	6	-3	6	-6	0	0	32	115
C[C@H](CO)N1C[C@H](C)[C@@H](CN(C)CC2CCCCC2)Oc2ccc(NS(C)(=O)=O)cc2C1=O	-33	1.6	33	-6	-4	nt	-22	-13	-2	2	98
Cc1ccc(NC(=O)C2CCN(S(=O)(=O)c3ccc4ccccc4c3)CC2)nc1	-33	0.3	33	-1	-3	1	nt	-9	-9	68	99
O=C(NC(=S)NCc1cccnc1)c1cc(Br)ccc1Cl	10	-4.2	-10	0	0	-3	-6	2	-5	0	101
Cc1ccc(C(=O)COC(=O)CNC(=O)CNC(=O)c2ccc(C)cc2)cc1	-36	0.8	36	2	0	-2	-9	12	2	-4	99
CN(C)S(=O)(=O)N1CCC(Oc2cccc(C(=O)NC3CCCCC3)c2)CC1	29	1.0	-29	2	3	nt	0	1	-9	-24	86
CC(C)(C)N(Cc1cc2ccccc2[nH]c1=O)C(=O)c1ccco1	-11	0.7	11	5	2	-9	-28	2	-8	-4	104
COC(=O)C1=C2SC(C)C(=O)N2C(N)=C(C#N)C1c1ccc(OC)c(OC)c1 (configuration not stated)	26	2.1	-26	-6	4	1	315	-2	-3	1	102
Cc1ccc(C2=NS(=O)(=O)N(C)C(C(=O)NCc3ccc4c(c3)OCO4)=C2)cc1	-29	-3.6	29	0	0	nt	0	-3	-4	nt	111
Oc1ccc(Cl)cc1-c1cc(-c2ccco2)[nH]n1	38	0.8	-38	25	-11	5	16	-16	-6	-4	96
CC1c2ccccc2-c2ccccc2N1C (configuration not stated)	1	-2.2	-1	6	5	-3	nt	0	-18	10	92

As a working copy, part of the list above:
SMILES	SR-BI DiI inh	CDK5 p35 inh	SR-BI DiI-HDL act	Arrestin-AP2 inh	PKA-R2B act	NSD2 inh	SUMO Mot1 rescue	PKA-R1A act	dFosB activator	MITF act	DSG3 Ab inh
Cn1ncc([N+](=O)[O-])c1C(=O)Nc1ccc(C2CCCCC2)cc1	21	-0.6	-21	5	2	-1	8	-3	4	15	108
O=C(Oc1ccccc1Cl)C1CCN(C(=O)c2ccc(F)cc2)CC1	-11	-0.1	11	-10	-14	1	-6	2	0	5	92

(list continues)
SMILES	SR-BI DiI inh	CDK5 p35 inh	SR-BI DiI-HDL act	Arrestin-AP2 inh	PKA-R2B act	NSD2 inh	SUMO Mot1 rescue	PKA-R1A act	dFosB activator	MITF act	DSG3 Ab inh
CCC(=O)NC(=S)Nc1cccc(NC(=O)c2ccccc2Cl)c1	56	0.4	-56	7	-6	1	3	-1	-10	1	100
Cc1ccc(-n2c(N)c(C(=O)Nc3ccccc3F)sc2=S)cc1C	5	2.2	-5	8	3	8	6	-6	-8	1	nt
O=C1OCCC1Sc1nnc(-c2ccc3c(c2)OCO3)o1 (configuration not stated)	3	-2.6	-3	-28	3	-1	nt	-9	-5	-22	99
C=CCn1c(COc2ccccc2)nnc1SCC(=O)N/N=C/c1cc(Cl)ccc1O	-16	-0.2	16	28	2	0	1	-14	-12	-9	109
CC(NC(=O)c1ccc(Br)s1)C1CCCO1 (configuration not stated)	-4	-0.2	4	3	-1	1	4	4	2	11	104
COc1ccc(C(CC(=O)O)NC(=O)c2ccccc2[N+](=O)[O-])cc1 (configuration not stated)	nt	-0.9	nt	-4	7	nt	-15	-7	-6	-6	nt
CCOc1ccc(-c2nnn(CC(=O)N3CCN(c4ccc(F)cc4)CC3)n2)cc1OCC	48	-0.4	-48	32	-2	0	190	3	1	9	96
O=C(CC1CC2CCC1C2)N1CCN(S(=O)(=O)c2ccccc2C(F)(F)F)CC1 (configuration not stated)	32	0.0	-32	29	-1	1	-19	4	-3	nt	100
CCN=C1SC(C(=O)Nc2cccc(OCC)c2)CC(=O)N1CC (configuration not stated)	44	-0.1	-44	34	-2	0	0	-8	-4	-7	78
Cc1cc(=O)[nH]c2n[nH]c(-c3ccccc3)c12	-5	-1.1	5	-1	2	2	75	-3	-4	23	103
COc1cc(C(=O)Nc2c(C)cc(C)cc2C)c(-n2cnnn2)cc1OC	-26	0.1	26	-2	-8	0	-3	-14	1	nt	96
Cc1cc(OCC(=O)O)c2ccccc2n1	2	1.0	-2	0	-1	5	16	-1	-5	8	96
O=C(COC(=O)c1c(F)cccc1F)Nc1ccc2c(c1)OCO2	-6	2.3	6	0	4	nt	nt	-4	-4	10	99
CN1CCN(CCCNC(=O)c2ccc(/C=C3/Sc4ccccc4N(Cc4cccc(Cl)c4)C3=O)cc2)CC1	1	-1.6	-1	25	0	nt	nt	5	-367	-12	110
O=C(CCCNS(=O)(=O)c1ccc(Cl)c(Cl)c1)NCCc1ccccn1	-10	1.2	10	-31	8	0	-15	6	-1	4	98
COc1cc(S(=O)(=O)N2CCC(N3CCCCC3)CC2)ccc1-n1cnnn1	-30	-0.6	30	3	-8	1	nt	-9	-3	14	105
COc1ccc(NS(=O)(=O)c2ccc(O)c(C(=O)OCC(=O)Nc3ccc4c(c3)OCCO4)c2)cc1	4	-0.4	-4	37	-6	-5	62	2	-6	1	99
CCOc1ccc(C2C([N+](=O)[O-])=C(C)N(C)C(=O)N2C)cc1OC (configuration not stated)	-10	0.4	10	3	-2	0	21	-17	4	-9	99
CC(C)OC(=O)CSc1nnc(CNc2cccc(Cl)c2)n1C	-3	-1.6	3	5	-3	0	-3	1	-7	8	nt
N/C(=N\OC(=O)c1ccc(Cl)c([N+](=O)[O-])c1)c1ccccn1	-11	1.7	11	14	-2	-1	nt	8	0	-2	88
Cc1ccc(C)c(N2CCN(C(=O)CCc3nc4ccccc4[nH]3)CC2)c1	-1	0.1	1	17	12	nt	-16	-1	0	10	105
C=CCc1ccccc1OCC(O)CN1CCN(C(=O)OCC)CC1 (configuration not stated)	-13	2.7	13	-1	7	2	16	-1	-6	-2	nt
Cc1cccc(Nc2nnc(SCC3CCCCO3)s2)c1 (configuration not stated)	17	-0.5	-17	35	1	0	96	-1	0	55	100
CCOCC(=O)Nc1nnc(COCC)s1	-9	-0.9	9	3	3	-11	212	-12	0	nt	98
CSc1nnc2c(n1)OC1(Nc3ccccc3-2)C(=O)Nc2ccccc21 (configuration not stated)	-17	0.3	17	3	-1	1	nt	4	-4	-15	94
CC(=O)N1c2ccc(S(=O)(=O)N3CCCCC3)cc2CC1C(=O)Nc1cccc(C)c1 (configuration not stated)	37	0.2	nt	3	-4	-1	195	-2	-4	-1	106
CCC(C)N1CCN(C(=O)c2cc(OC)cc(OC)c2)CC1 (configuration not stated)	4	1.8	-4	3	3	3	6	-8	1	-5	110
O=C1COc2ccc(S(=O)(=O)CCC(=O)N3CCN(c4ccccc4)CC3)cc2N1	-21	1.5	21	-2	13	-1	-11	-9	-12	-6	103
O=C(CSc1nnnn1-c1ccccc1F)NNC(=O)c1ccco1	1	-0.4	-1	40	8	-3	-1	-7	3	0	106
CC(C)=CCN1CCN(Cc2ccc(C#CC(C)(C)O)cc2)CC1CCO (configuration not stated)	-13	0.4	13	-7	2	4	10	1	-3	18	102
O=C(Nc1ccc(Oc2ncnc3cc(Cl)ccc23)nc1)c1cccs1	-12	-2.7	12	10	0	0	12	-3	0	nt	99
CC(C)(C)C(=O)Cn1ncc(Br)c(Br)c1=O	-23	-3.9	23	-29	-7	12	nt	-10	-6	-92	103
O=C(NN(Cc1ccccc1)Cc1ccccc1)c1ccccc1	14	-0.7	-14	-4	7	-2	nt	-6	-2	15	115
CCCNc1nc(-c2cc(C(=O)Nc3ccccc3)on2)cc(C(C)C)n1	43	0.6	-43	-3	-10	nt	95	-9	-9	-2	105
Cc1csc(CNC(=O)c2cc(COc3c(C)cccc3C)on2)n1	19	-1.2	-19	-3	1	-4	-5	1	-10	-1	107
Cc1nc(-c2ccc(Cl)cc2)sc1C1(C)CC(c2ccc(Cl)cc2)=NO1 (configuration not stated)	-8	0.7	8	25	-12	nt	-13	4	7	-6	100
COc1ccc([C@@H]2[C@@H]3C(=O)N(C(C)(C)C)C(=O)[C@@H]3[C@]3(Cc4ccc(Cl)cc4)C(=O)N(c4ccc(Br)cc4)C(=O)N23)cc1	-25	0.7	25	-3	-2	nt	-10	-4	-4	3	97
Nc1nnn(CC(=O)N/N=C/c2ccccc2)n1	nt	0.7	nt	-5	-3	nt	145	-8	-7	0	91
Cc1ccc(/C=C/c2nnc(-c3ccccc3)o2)cc1	-3	-0.2	3	29	-10	6	12	2	-6	57	78
Cc1ccc(C(=O)N2CCCC(C(F)(F)F)C2)cc1S(=O)(=O)N1CCCCC1 (configuration not stated)	14	0.4	-14	-5	-3	0	-10	-3	-10	-14	99
COc1ccccc1-n1c(SCC(=O)Nc2cccc(C(=O)O)c2)nnc1-c1ccccc1C	-20	0.3	20	4	5	0	-2	1	6	nt	121
CC1CCN(C(=O)Cn2cc(C(F)(F)F)ccc2=O)c2ccccc2S1 (configuration not stated)	-17	1.1	17	-27	-6	0	-2	-11	-5	4	103

Source: PubChem BioAssay
